Pol eta inh = qHTS for Inhibitors of Polymerase Eta; DNA polymerase eta (Homo sapiens), Q9Y253; recombinant Pol eta, fluorescent DNA replication assay; Potency, µM (top dose mostly 114 µM), for the others: at the highest dose activity change, negative = inhibition, usual class: inhibitors; 1.2% of 390,000 active; AID 588591, 2011; further: on the % scale 0 is the no-effect control and ±100 the full control effect
Target sequence (Q9Y253 whole entry, looked up): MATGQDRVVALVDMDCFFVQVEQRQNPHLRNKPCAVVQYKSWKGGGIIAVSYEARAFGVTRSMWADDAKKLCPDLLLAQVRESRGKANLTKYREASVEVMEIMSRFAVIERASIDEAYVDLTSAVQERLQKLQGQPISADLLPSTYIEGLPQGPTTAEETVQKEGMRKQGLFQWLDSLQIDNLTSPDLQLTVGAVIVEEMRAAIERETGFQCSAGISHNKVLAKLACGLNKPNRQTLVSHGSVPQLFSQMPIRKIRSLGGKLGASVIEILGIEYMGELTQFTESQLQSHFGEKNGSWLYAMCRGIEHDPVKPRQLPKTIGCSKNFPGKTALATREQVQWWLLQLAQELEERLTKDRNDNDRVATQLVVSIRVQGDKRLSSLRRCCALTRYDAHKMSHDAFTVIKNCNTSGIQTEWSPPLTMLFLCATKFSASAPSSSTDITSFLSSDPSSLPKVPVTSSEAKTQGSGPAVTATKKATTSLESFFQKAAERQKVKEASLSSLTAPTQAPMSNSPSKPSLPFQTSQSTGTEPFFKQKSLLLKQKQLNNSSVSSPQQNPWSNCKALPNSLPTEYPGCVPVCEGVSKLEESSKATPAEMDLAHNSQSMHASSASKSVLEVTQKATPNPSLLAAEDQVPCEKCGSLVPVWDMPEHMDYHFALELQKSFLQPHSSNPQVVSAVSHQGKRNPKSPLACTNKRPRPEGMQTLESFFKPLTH
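Pol eta (10 nM) was preincubated with compounds for 15 min at room temperature, after which fluorescent replication substrate (50 nM final) was added to start the reaction. Fluorescence was read kinetically at 0 and 10 min.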
JMJD2A Tudor inh = qHTS Assay for Inhibitors of JMJD2A-Tudor Domain | AlphaScreen JMJD2A-Tudor / H3K4me3 peptide binding | 4.4% of 390,000 active | Lysine-specific demethylase 4A (Homo sapiens), O75164 | Potency, µM (highest dose often 114 µM), without a hit: at the top dose activity change, negative = inhibition, most hits filed as inhibitors; further: on the % scale 0 is the no-effect control and ±100 the full control effect; nearly all actives have a fitted effect of over 50% in size
BLM helicase inh = qHTS Assay for Inhibitors of Bloom's syndrome helicase (BLM); recombinant BLM DNA unwinding, fluorescence dequenching; RecQ-like DNA helicase BLM (Homo sapiens), P54132; 0.2% of 350,000 active; AID 2528, 2010; Potency, µM (series often up to 56.1 µM), for inactives: at the top dose activity change, negative = inhibition, actives largely listed as inhibitors;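 further: plate controls were vehicle for no effect and no enzyme for full effect; nearly all actives have a fitted effect of over 35% in size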
POLK inh = qHTS for Inhibitors of Polymerase Kappa | purified Pol kappa, fluorescent DNA synthesis assay, 10 min | Potency, µM (titrated, usually from 107 µM), inactives show at the top dose activity, negative = inhibition, hits mostly inhibitors | 0.53% of 400,000 active | AID 588579, 2011; further: on the % scale 0 is the no-effect control and ±100 the full control effect
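Enzyme at 10 nM met test compounds for 15 min at room temperature. Substrate addition (50 nM final) began the reaction, which was monitored by fluorescence at 0 and 10 min.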
BAZ2B inh = qHTS Assay for Inhibitors of BAZ2B; AID 504333, 2011; Potency, µM (highest dose often 114 µM), for the others: at the top dose activity change, negative = inhibition, most hits filed as inhibitors; Bromodomain adjacent to zinc finger domain protein 2B (Homo sapiens), Q9UIF8; AlphaScreen BAZ2B-H3K14Ac peptide displacement; 4.4% of 360,000 active; further: on the % scale 0 is the no-effect control and ±100 the full control effect; nearly all actives have a fitted effect of over 60% in size
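In this displacement format the biotinylated H3(5-23) peptide acetylated at Lys14 serves as ligand at 50 nM, with BAZ2B at 50 nM in PBS pH 7.4 containing 0.01% Tween-20. Donor and acceptor beads are 10 ug/mL final.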
POLI inh = qHTS for Inhibitors of Polymerase Iota. DNA polymerase iota (Homo sapiens), Q9UNA4. 1% of 390,000 active. AID 588590, 2011. Potency, µM (top dose mostly 115 µM), inactives show at the highest dose activity, negative = inhibition, usual class: inhibitors. Pol iota fluorescent replication assay, 10 min
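Pol iota at 10 nM preincubated 15 min with compounds at room temperature; reaction started with fluorescent substrate, 50 nM final. Fluorescence read kinetically at 0 and 10 min; buffer-only wells as negative control.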
G9a inh = qHTS Assay for Inhibitors of Histone Lysine Methyltransferase G9a; Histone-lysine N-methyltransferase EHMT2 (Homo sapiens), Q96KQ7; G9a H3K9 monomethylation, AlphaScreen, 2 h; Potency, µM (series often up to 102 µM), for inactives: top-dose activity, negative = inhibition, actives largely listed as inhibitors; 8.8% of 350,000 active; AID 504332, 2011; further: on the % scale 0 is the no-effect control and ±100 the full control effect; nearly all actives have a fitted effect of over 75% in size
Target sequence (Q96KQ7 913-1193 limits assumed): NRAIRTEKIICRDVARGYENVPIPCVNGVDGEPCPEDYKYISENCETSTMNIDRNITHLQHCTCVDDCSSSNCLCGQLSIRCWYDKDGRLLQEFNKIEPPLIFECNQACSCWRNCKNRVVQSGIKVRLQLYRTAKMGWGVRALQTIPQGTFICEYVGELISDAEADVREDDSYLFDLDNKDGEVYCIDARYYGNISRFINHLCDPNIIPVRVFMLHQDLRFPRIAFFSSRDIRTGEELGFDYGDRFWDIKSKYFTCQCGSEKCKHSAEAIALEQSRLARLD
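Readings reflect AlphaScreen signal from monomethyl-H3K9 antibody detection. HMT at 20 nM; substrate b-H3K9 500 nM; cofactor SAM 20 uM; 2 h RT reaction; compounds tested as titrations in qHTS with 15 min preincubation.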
Pol beta inh = qHTS Assay for Inhibitors of DNA Polymerase Beta; P06746; Pol beta primer extension/strand displacement, fluorescence kinetic; Potency, µM (titrated, usually from 114 µM), for the others: top-dose activity change, negative = inhibition, hits mostly inhibitors; 1.3% of 340,000 active; AID 485314, 2010; further: on the % scale 0 is the no-effect control and ±100 the full control effect
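Reaction started by 50 nM substrate onto compound-treated Pol beta (10 nM, 15 min preincubation, room temperature); plates read at 0 min and 10 min. Normalized concentration-effect data fitted by four-parameter Hill equation.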
APE1 inh = qHTS Assay for Inhibitors of the Human Apurinic/apyrimidinic Endonuclease 1 (APE1); recombinant APE1, TAMRA/BHQ-2 abasic DNA cleavage fluorescence; Potency, µM (titrated, usually from 65.8 µM), for the others: at the top dose activity change, negative = inhibition, actives largely listed as inhibitors; 0.35% of 350,000 active;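 further: plate controls were vehicle for no effect and reference inhibitor for full effect; nearly all actives have a fitted effect of over 55% in size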
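Enzyme (0.75 nM final) and test compound are incubated 15 min at room temperature before adding 50 nM quenched THF abasic-site duplex. Cleavage dequenches TAMRA, followed at 525/598 nm over three reads one minute apart.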
* marks the source's active call; other numbers are inactive results; ? = inconclusive; . = not tested or not shown; & = joins results of further samples; [ ] = remark or other dose. The call rests on the fitted dose curve; in most records, active means well fitted curve in the direction sought with a large enough effect; inconclusive means small, poorly fitted or top-dose-only effect, or another doubt; inactive means no such curve, though single readings can be large; an effect the other way counts as inactive or inconclusive. Potency means the concentration at half of the fitted maximal effect. This is a subset; count on the stated rates, not on these rows.

cpd	structure	Pol eta inh	JMJD2A Tudor inh	BLM helicase inh	POLK inh	BAZ2B inh	POLI inh	G9a inh	Pol beta inh	APE1 inh
1	CC(=O)c1cccc(CN2CCC(C(=O)Nc3cccc(-c4ccn[nH]4)c3)CC2)c1	-11%	-23%	6%	-9%	-18%	-3%	8%[0.501 µM]	3%	-10%
2	CCCCCCCN1C(Nc2ccccc2)=NC[C@@H]1CC(C)C	-9%	-19%	4%	-10%	-8%	6%	-3%	21%	-10%
3	O=C(c1cccnc1)C1CCCN(Cc2nc(Cc3ccccc3)no2)C1 (stereo not given)	6%	-10%	-4%	-15%	0%	49%	.	11%	6%
4	CCN1CCN(CC(O)COCCOc2ccc(Br)cc2)CC1 (stereo not given)	-13%	-4%	3%	-6%	-12%	1%	-23%[59 µM]	6%	5%
5	COc1ccc(NC(=O)COc2ccccc2Cc2ccccc2)cc1S(N)(=O)=O	-25%	-11%	-11%	-15%	-20%	97%[activator]	2%	15%	-11%
6	CCCCN(C(=O)Nc1ccc(OCC)cc1)C1CCN(C(C)=O)CC1	-9%&-6%	-15%&-5%	-7%&-2%	-9%[60.1 µM]	?	-9%&9%	-5%	2%&-1%	2%
7	Cn1cnnc1SCC(=O)Nc1ccc2nc(SCc3ccccc3)sc2c1	-1%	-34%	0%	-3%	-7%	5%	?	0%	-5%
8	O=[N+]([O-])c1cc2c(cc1/C=N/n1c(-c3ccccn3)n[nH]c1=S)OCO2	-8%	4µM*	-11%	-12%	7.1µM*	?	0.79µM*	-13%	?
9	C/C(=N\OCC(=O)Nc1ccccc1C(C)(C)C)c1ccc2c(c1)OCCO2	-20%	-2%	-2%	-15%	0%	2%	12%	-1%	0%
10	C[C@H](CO)N1C[C@H](C)[C@@H](CN(C)C(=O)Nc2ccc3c(c2)OCO3)Oc2c(NC(=O)Nc3ccccc3)cccc2C1=O	-19%	?	.	-8%	.	19%	.	.	-1%
11	Cn1c(=O)c2ncn(CC(=O)Nc3ccc(N4CCOCC4)cc3)c2n(C)c1=O	-17%	-6%	-13%	-6%	-4%	41%[activator]	14µM*	-1%	-3%
12	Cc1cc(C(C)(C)C)ccc1OCCCCN1CCCC1	-17%	7.1µM*	2%	-2%	-29%	15%	?	91%	-1%
13	Cc1ccc2oc3c(c(=O)c2c1)C(c1ccccc1F)N(CCCN(C)C)C3=O (stereo not given)	-13%	-8%	-2%	-9%	-3%	-16%	-17%[59 µM]	15%	.
14	Cc1cccn2c(=O)c3cc(C(=O)N4COCC4(C)C)n(Cc4ccccc4)c3nc12	-21%	1%	.	9%	.	48%[activator]	.	.	.
15	CC1(C)Cc2nc3oc4c(NCCCN5CCOCC5)ncnc4c3cc2CO1	8%	-14%	-1%	1%	-9%	22%	.	-3%	7%
16	CC(C)n1c(CN2CCN(C)CC2)nc2c1c(=O)n(C)c(=O)n2C	-9%	-2%	.	-1%	.	22%	.	.	.
17	COc1ccc(C(=O)Nc2nc(CC(=O)NCc3ccc(F)cc3)cs2)cc1	-23%	-15%	.	-25%	8%	28%	-4%	.	9%
18	COc1ccc(C(=O)Nc2ccc(-c3nc4cc(C)ccc4o3)c(O)c2)cc1	-1%	-13%	-1%	-5%	0%	0%	19%[59 µM]	-7%	.
19	CCOC(=O)C(Cc1ccccc1)C(=O)NCc1ccccc1 (stereo not given)	-5%	-11%	-2%	-16%	?	97%[activator]	1%	22%	21%
20	COc1ccc(CCNC(=O)Cn2c(=O)[nH]c3ccsc3c2=O)cc1OC	4%	-5%	1%	6%	0%	-18%	2%	52%	2%
21	CN(Cc1ccccc1)C(=O)c1ccc(NC(=O)Cc2cccc([N+](=O)[O-])c2)cc1	-19%	-31%	.	-4%	.	11%	.	.	7%
22	CCOc1ccc(-c2nc(CSCC(=O)N3CCN(C(=O)c4ccco4)CC3)c(C)o2)cc1	-6%	-13%	1%	5%	-2%	19%	50µM*	-1%	-2%
23	COCCN(Cc1nc2ccccc2c(=O)[nH]1)C(=O)COc1cccc(C(C)=O)c1	1%	-11%	.	-5%	-4%	12%	51%[activator][12.7 µM]	.	8%
24	O=C(Cn1ncc2c(=O)oc3ccccc3c21)N1CCN(c2ccc(Cl)cc2)CC1	5%	-12%	0%	-1%	.	-4%	-18%[59 µM]	10%	.
25	COc1ccc(-n2cc(CNCc3cccnc3)c(-c3cccc(F)c3)n2)cc1	-6%	-23%	-6%	-8%	-37%	29%	-1%[12.7 µM]	11%	19%
26	CCOC(=O)C1=C(O)/C(=C/c2ccc(CNC(=O)C(=O)Nc3ccc(C)cc3)o2)N=C1C	?	-14%	?	-20%	50µM*	-14%	32µM*	?	1%
27	COc1ccccc1C(=O)Nc1ccc2nc(SCC(=O)N3CCCc4ccccc43)sc2c1	-10%	-16%	-4%	4%	-36%	21%	-13%[59 µM]	-14%	.
28	COc1cc(CN2CCC(Cc3ccccc3)CC2)cc(OC)c1OC	-2%	25µM*	2%	-2%	79µM*	11%	.	16%	-3%
29	CC(C)(C)c1cc(C(=O)NNC(=O)c2ccc(Cl)cc2)no1	-7%	-3%	-3%	-12%	2%	89%[activator]	?	6%	9%
30	O=C(NCC1(c2ccccc2)CCCC1)c1ccc(Br)cc1	?	-8%	-3%	-15%	-5%	0%	-3%	?	0%

Retrieved one by one from the entries so far:
cpd	structure	Pol eta inh	JMJD2A Tudor inh	BLM helicase inh	POLK inh	BAZ2B inh	POLI inh	G9a inh	Pol beta inh	APE1 inh
29	CC(C)(C)c1cc(C(=O)NNC(=O)c2ccc(Cl)cc2)no1	-7%	-3%	-3%	-12%	2%	89%[activator]	?	6%	9%
10	C[C@H](CO)N1C[C@H](C)[C@@H](CN(C)C(=O)Nc2ccc3c(c2)OCO3)Oc2c(NC(=O)Nc3ccccc3)cccc2C1=O	-19%	?	.	-8%	.	19%	.	.	-1%
24	O=C(Cn1ncc2c(=O)oc3ccccc3c21)N1CCN(c2ccc(Cl)cc2)CC1	5%	-12%	0%	-1%	.	-4%	-18%[59 µM]	10%	.

The list goes on:
cpd	structure	Pol eta inh	JMJD2A Tudor inh	BLM helicase inh	POLK inh	BAZ2B inh	POLI inh	G9a inh	Pol beta inh	APE1 inh
31	CCCNC(=O)c1ccc(N2CCC3(CC2)CC(c2cccc(Br)c2)=NO3)c(NC(=O)c2ccc(Cl)c([N+](=O)[O-])c2)c1	-6%	-13%	.	10%	-6%	-7%	10%[2.33 µM]	.	-9%
32	COc1ccc(OC)c(C2CC(=O)c3c([nH]c(C(=O)OCC4CCCCC4)c3C)C2)c1 (stereo not given)	-2%	-16%	-3%	-2%	-9%	37%[activator]	-5%[59 µM]	0%	.
33	Cc1ccc(/C=N\NC(=O)/C(=C\Nc2nccc(C)n2)NC(=O)c2ccccc2)cc1	-11%	-10%	-3%	-6%	?	19%	-12%	-6%	2%
34	O=C(c1ccncc1)N1CCC2(CCN(Cc3nccs3)CC2)CC1	.	.	4%	2%[60.1 µM]	.	.	39%[12.7 µM]	.	6%
35	O=C1CCC(C(=O)N2CCN(c3ccccc3)CC2)CN1CC1CCCCC1 (stereo not given)	-6%	0%	-2%	-7%	-18%	19%	7%	42%	22%
36	C/C(=N\Nc1ccc(Cl)c(C(=O)O)c1)c1cc2ccccc2o1	-20%	-28%	4%	-3%	?	99%[activator]	28µM*	16%	2%
37	CCOc1ccc(NC(=O)CN(C)C(=O)c2cc(C)nc3ccccc23)cc1OCC	3%	-11%	.	-8%	9%	-8%	25%[12.7 µM]	.	6%
38	COc1ccc(C(=O)Oc2ccc(/C=N/NC(=O)c3ccccc3OC)cc2[N+](=O)[O-])cc1	-6%	-7%	0%	0%	5%	15%	6%	17%	1%
39	CC1=C(C(=O)Nc2ccccc2C(=O)NCCCOC(C)C)SCCO1	-4%	-2%	-4%	-8%	3%	-12%	23%	9%	23%
40	COc1ccccc1NCCC(=O)OCC(=O)NC1CCCC(C)C1C (stereo not given)	-21%	-26%	2%	-13%	-34%	-3%	?	24%	16%
41	Cc1cc2c(=O)n(C)c(SCC(=O)Nc3ccc(F)cc3)nc2s1	-3%	-18%	.	-7%	.	30%	.	.	.
42	COc1ccc(CCNC(=O)C(=O)NCC2OCCN2S(=O)(=O)c2cccs2)cc1 (stereo not given)	-7%	-14%	-4%	-25%	-1%	31%[activator]	.	0%	10%
43	COc1ccc(Oc2c(C)oc3cc(OC(=O)N4CCOCC4)ccc3c2=O)cc1	-11%	-4%	-2%	-10%	-5%	7%	-21%[59 µM]	-25%	1%
44	COn1c(-c2ccc(C)cc2)nc2ncccc21	-13%	-17%	-6%	-13%	2%	-2%	12%	41%	-3%
45	CCN(C(=O)c1cc2c(=O)n3cccc(C)c3nc2s1)c1ccc(C)c(C)c1	9%	12%	-10%	?	30%	?	28%[59 µM]	5%	.
46	COc1ccc(NC(=O)c2ccc3nc[nH]c3c2)cc1	3%	-16%	-6%	-20%	22%	?	11%	19%	60%[activator]
47	CN1CCN(S(=O)(=O)c2cccc(C(=O)Nc3cc(C(F)(F)F)ccc3N3CCCCC3)c2)CC1	-6%	-31%	.	-9%	-11%	6%	45µM*	.	-25%
48	Cc1c(C(=O)Nc2cccc(-c3nc4ccccc4s3)c2)oc2ccccc12	-6%	4%	-5%	-7%	-7%	-6%	-23%[59 µM]	2%	.
49	N#Cc1cc([N+](=O)[O-])cnc1N(CCO)CCO	-5%	-6%	-12%	-2%	-2%	19%	7.1µM*	65%	15%

Assay outcomes from PubChem BioAssay.
